Compound activity deposited in PubChem by The Scripps Research Institute Molecular Screening Center.
DDE Tn7 FP inh: inhibitors of Tn7 peptide binding to human fibrin DD(E) | P02675 | FP displacement of FITC-Tn7 peptide from fibrin DD(E); 0% = median of compound wells per plate | inhibition, % at 8.3 µM | 370,000 compounds, 0.13% hits;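 active = inhibition above the mean of compounds falling within the control limits plus 3 SD of them, cut at about 14% in these data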;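 note: 0% = plate median of compound wells and 100% = 10 µM Aha-Tn7 peptide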
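Assay system: Human fibrin DD(E) protein | Medium: Tris buffer with calcium and detergent, pH 7.8 | Reagent: 0.1 µM fluorescent Tn7 | Compound dosing: Single point at 8.3 µM | Times: 10 min preincubation, 3 h with tracer, room temperature | Detection: Fluorescence polarization of the labelled Tn7 tracer | Controls: Aha-Tn7 high control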
TCR-CD3 inh: inhibitors of human TCR-CD3 interaction; TAMRA-labeled TCR probe fluorescence, biochemical; inhibition, % at 9.4 µM; 360,000 compounds, 0.37% hits; in the data active = inhibition above about 19%;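 note: recombinant mutant TCR 2C K166C tagged with TAMRA read by polarization; 0% = receptor in buffer alone and 100% = receptor with positive control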
LEDGF integ inh: blocks HIV-1 LEDGF/p75-dependent DNA integration; TR-FRET IN-LEDGF/p75 DNA integration, Eu/Cy5; inhibition, % at 3.7 µM; AID 743269; 370,000 compounds, 0.64% hits;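 active = inhibition above the screen-wide mean plus 3 SD, cut at about 13% in these data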;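 note: signal is the Cy5 over europium emission ratio at 671 and 618 nm; 0% = plate median of compound wells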
HTRA1 inhibitor: inhibitors of human serine peptidase HTRA1. Q92743. recombinant HTRA1, FP-rhodamine activity-based probe, fluorescence polarization. inhibition, % at 5.96 µM. 340,000 compounds, 0.5% hits. AID 504803; in the data active = inhibition above about 36%;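 note: 0% = enzyme with DMSO and 100% = wells lacking enzyme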
UHRF1 MBD2 ctr: UHRF1 methyl-DNA binding inhibition; Q96T88; UHRF1 binding to methylated oligo, TR-FRET; inhibition, % at 4.4 µM; 370,000 compounds, 0.75% hits; in the data active = inhibition above about 21%;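 note: UHRF1 SRA domain binding a hemimethylated CpG hairpin DNA probe; 0% = median of test compound wells and 100% = reference inhibitor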
ABHD4 inh: inhibits mouse alpha/beta hydrolase domain 4. purified mABHD4, FP-Rh probe fluorescence polarization. 370,000 compounds, 0.54% hits. inhibition, % at 8.92 µM;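 active = inhibition exceeding the mean over every tested compound plus 3 SD, cut at about 30% in these data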;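 note: 0% = plate median of compound wells and 100% = S159A mutant with DMSO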
Target sequence (Q8VD66 whole entry, looked up, the tested form may be a part): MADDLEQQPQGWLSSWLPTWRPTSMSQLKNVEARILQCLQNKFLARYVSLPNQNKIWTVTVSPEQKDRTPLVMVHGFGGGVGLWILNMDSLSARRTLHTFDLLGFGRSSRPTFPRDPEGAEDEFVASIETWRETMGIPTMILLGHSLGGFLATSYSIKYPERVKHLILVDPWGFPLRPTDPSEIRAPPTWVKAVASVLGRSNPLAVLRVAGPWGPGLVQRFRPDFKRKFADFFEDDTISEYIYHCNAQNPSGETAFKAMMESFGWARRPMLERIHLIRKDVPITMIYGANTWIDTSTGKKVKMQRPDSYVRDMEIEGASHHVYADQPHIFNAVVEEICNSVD
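Material: mouse ABHD4 enzyme, wild type; Benchmarks: S159A mutant high control, sample median low control; Buffer or medium: HEPES pH 7.0, NaCl, Pluronic buffer; Signal: fluorescence polarization; Read-out: percent inhibition of probe binding, normalized to plate controls; Timing: pre-incubation 45 min, probe exposure 60 min, at 25 °C; Dosing: 8.92 µM, single dose.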
PG9 binder: binds the HIV-1 gp120 antibody PG9; TR-FRET gp120-PG9 antibody binding; 360,000 compounds, 0.43% hits; inhibition, % at 6.7 µM; AID 624416; in the data active = inhibition above about 8.5%
SIAE inh: blocks human sialic acid acetylesterase. 370,000 compounds, 0.69% hits. inhibition, % at 9.66 µM. AID 1053197. SIAE FP-Rh probe binding, fluorescence polarization;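 active = inhibition above a cutoff: mean of compounds within the control limits plus 3 SD of those, cut at about 17% in these data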;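 note: 0% = plate median of compound wells and 100% = probe without SIAE protein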
Target sequence (Q9HAT2 whole entry, looked up): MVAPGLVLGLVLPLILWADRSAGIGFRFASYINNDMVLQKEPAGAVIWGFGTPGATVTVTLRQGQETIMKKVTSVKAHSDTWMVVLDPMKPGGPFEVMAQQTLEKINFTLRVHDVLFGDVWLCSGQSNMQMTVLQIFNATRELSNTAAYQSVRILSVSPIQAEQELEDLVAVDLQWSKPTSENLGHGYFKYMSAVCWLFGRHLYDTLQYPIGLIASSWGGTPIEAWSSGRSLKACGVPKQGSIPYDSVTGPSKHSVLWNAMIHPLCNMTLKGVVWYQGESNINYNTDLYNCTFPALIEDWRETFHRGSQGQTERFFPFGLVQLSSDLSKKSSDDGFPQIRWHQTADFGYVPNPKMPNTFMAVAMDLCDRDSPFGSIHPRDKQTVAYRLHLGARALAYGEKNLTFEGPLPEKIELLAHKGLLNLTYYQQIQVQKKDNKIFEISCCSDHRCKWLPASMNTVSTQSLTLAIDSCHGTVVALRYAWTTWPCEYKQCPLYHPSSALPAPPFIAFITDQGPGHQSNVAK
TDP2 inh: blocks human TDP2 phosphodiesterase activity; O95551; recombinant TDP2, T5PNP hydrolysis, p-nitrophenol absorbance 415 nm; inhibition, % at 12.8 µM; 370,000 compounds, 0.34% hits; AID 720702;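 active = inhibition above the mean of all tested compounds plus 3 SD, set per campaign, cut at about 25% in these data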;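 note: 0% = DMSO with enzyme and 100% = buffer with substrate but no TDP2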
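Test system: human TDP2 enzyme; Input: 120 nM TDP2 per well; Buffer or medium: Mg2+-containing Tris-HCl buffer, pH 7.5; Reagent: 5 mM T5PNP; Dosing: 12.8 µM single point, 1% DMSO; Incubation: reaction 2 h, 37 °C; Detection: p-Nitrophenol epi absorbance; Read-out: % inhibition relative to enzyme-containing and enzyme-free wells; Replicates: single well per compound.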
PRMT1 inh: inhibitors of human PRMT1. 370,000 compounds, 1.3% hits. inhibition, % at 2.79 µM. Q99873. recombinant PRMT1, activity-based probe fluorescence polarization;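 active = inhibition above about 21% made by adding two undisclosed values, limit read from the data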
* = called active by the depositor; . = no result given.

SMILES	DDE Tn7 FP inh	TCR-CD3 inh	LEDGF integ inh	HTRA1 inhibitor	UHRF1 MBD2 ctr	ABHD4 inh	PG9 binder	SIAE inh	TDP2 inh	PRMT1 inh
CC(C)C[C@H](NC(=O)C1CC(=O)N(c2ccc3c(c2)OCO3)C1)C(=O)NC1CCCC1 (stereo not given in full)	-6	4	-1	5	-3	-7	-3.5	3	-11	4
Cc1nn(C(=O)CCCC(=O)NCc2ccccc2)c2ccccc12	3	-2	-7	-1	8	-4	0.2	-2	-11	10
CCn1c(NCc2cccs2)nc2ccccc21	-10	6	-2	-3	1	3	-2.5	-2	4	2
CC(C)(C)c1ccc(S(=O)(=O)N2CCCC(C(=O)NCCN3CCC(Cc4ccccc4)CC3)C2)cc1 (stereo not given)	9	.	-5	.	0	13	.	-1	5	3
O=C(CCS(=O)(=O)c1ccc(F)cc1)Nc1nc(-c2ccccn2)cs1	-1	-3	-1	12	21*	-1	-1.2	-2	-1	-2
Cc1ccc(N2CC(C(=O)Nc3ccccc3C(=O)NC3CCCCC3)CC2=O)cc1C (stereo not given)	4	2	2	-1	-2	-1	-1.5	11	-8	-4
CC1=C(C(=O)N(C(C)C)C(C)C)CC(CC(=O)NCCCCc2ccccc2)C(=O)N1Cc1ccc(C(C)(C)C)cc1 (stereo not given)	1	-1	-13	.	3	0	-0.7	-9	-7	7
C=CCOc1c(CCC)cc(CCC)cc1C(N)=O	-2	4	0	-5	-2	4	-2.9	-1	11	-1
CCc1ccc(NC(=O)CSc2nc3n[nH]c(C)c3c(=N)n2-c2cccc(OC)c2)cc1	-5	0	5	-126	0	-30	-2.5	-13	-7	-1
COc1ccc(Br)cc1/C=N/Nc1cccc(C(=O)O)c1	-5	5	4	-2	2	20	-3.9	0	-4	2
COc1ccccc1NC(=O)N(C)C[C@H]1OCc2cn(nn2)CCCC(=O)N([C@@H](C)CO)C[C@@H]1C	1	3	1	-1	-2	-4	1.1	6	-13	0
O=C(CCNS(=O)(=O)c1cccc2nonc12)NC1CCCCCC1	3	-1	0	-10	-2	-1	-1.6	2	-11	-1
CCSc1nnc(NC(=O)CSc2nccn2-c2cccc(C)c2)s1	-5	4	1	-3	-2	6	-3.0	-7	3	1
CSc1ncnc2c1ncn2CCCN[C@H](C)c1cccc2ccccc12	1	1	1	-6	-3	-2	0.2	0	-6	-10
NNC(=O)CN(CCc1ccccc1)S(=O)(=O)c1ccc(Cl)cc1	4	-1	3	-5	1	-3	-3.6	0	-7	1
COc1ccc(NC(=O)CCC(=O)N(Cc2ccc(OC)c(OC)c2)c2nccs2)cc1	-1	7	0	-1	-1	6	-1.2	-1	2	-5
O=C(C1CCN(c2nnc(-n3cccc3)s2)CC1)N1CCN(Cc2ccc3c(c2)OCO3)CC1	9	4	-4	-4	-1	2	-0.7	2	-5	-3
c1ccc(-c2c[nH]c3[n+]2CCCCC3)cc1	3	4	0	-5	0	0	-1.5	19*	4	-1
Cc1cc(C)cc(NC(=O)Cn2ncn3c(cc4ccccc43)c2=O)c1	0	5	-5	-8	-1	-4	1.0	-3	7	0
CCn1c(-c2ccc(C(C)(C)C)cc2)n[nH]c1=S	3	-3	-2	-3	1	1	-1.3	-3	2	2
COc1cccc(NC(=S)NC(=O)/C=C/c2ccco2)c1	4	-4	0	-5	0	0	-1.4	-2	-4	14
COc1ccc(NS(=O)(=O)c2cccc(C(=O)NN=Cc3ccc(OC)c(O)c3)c2)cc1	-4	-3	-2	-12	-3	-12	-1.0	-12	-1	0
COC(=O)C1=C(C(=O)OC)[C@@H]2N(Cc3ccccc3)c3ccccc3[C@@]23C[C@@H](C(=O)OC)N=C3N1	4	6	-3	-3	-2	-6	0.3	1	8	2
Cc1cccc(-c2cccc(NC(=O)C3CCCN(C(=O)c4csc(C)n4)C3)c2)c1 (stereo not given)	2	-1	2	-34	-4	-15	-1.4	-6	-8	-1
Cc1cccc(C)c1NC(=S)N1CCCN(C)CC1	6	-9	5	1	5	-1	0.6	-6	-21	5

Continued.
SMILES	DDE Tn7 FP inh	TCR-CD3 inh	LEDGF integ inh	HTRA1 inhibitor	UHRF1 MBD2 ctr	ABHD4 inh	PG9 binder	SIAE inh	TDP2 inh	PRMT1 inh
Oc1ccc(Nc2ccnc3cc(Cl)ccc23)cc1	-10	-3	2	10	-2	-2	-1.6	2	-5	1
Cc1ccc(N(CC(=O)NCCSCc2ccco2)S(C)(=O)=O)cc1	6	-4	0	-6	3	7	0.8	6	5	1
CC(NS(=O)(=O)c1ccc2ccccc2c1)c1ccccn1 (stereo not given)	0	-6	0	3	0	4	0.3	9	4	0
Nc1nc2c(s1)CCc1ccccc1-2	4	8	-3	-2	0	16	-2.0	11	30*	26*
O=C(N/N=C/c1coc2ccccc2c1=O)c1ccncc1	2	-3	-5	1	3	4	-1.1	3	0	4
COC(=O)Cc1c(CSc2ccccc2)oc2ccc(O)c(CN(C)C)c12	-1	4	7	-3	2	-3	-0.5	0	-10	-3
O=C(/C=C(\Nc1cccc(F)c1)c1ccccc1)c1ccccc1	6	4	-1	.	0	-2	-0.7	-7	-3	-1
COc1ccc([N+](=O)[O-])cc1-c1[nH]c(-c2ccc(C(=O)O)cc2)nc1-c1ccccc1	8	5	-3	-11	3	-5	-2.5	-5	-4	0
CCOc1ncccc1C(=O)N1CCN(S(=O)(=O)c2ccccc2)CC1	-3	0	0	-2	0	-2	-0.5	-1	14	-5
Cc1nc(N2CCC(C)CC2)c2c(C)c(C(=O)Nc3ccc4c(c3)OCCO4)sc2n1	0	5	-3	-26	-3	-4	-1.9	-15	-6	-2
Cc1ccccc1C(=O)N1CCN(c2nc(N3CCOCC3)nc(N3CCOCC3)n2)CC1	-3	3	0	4	-1	6	1.2	7	-1	-2
COc1ccc(OC)c(-n2c(SCC(=O)NCC3CCCO3)nc3ccccc3c2=O)c1 (stereo not given)	0	2	0	-2	-2	-1	-0.1	-5	7	1
O=C(Nc1ccc(N2CCN(C(=O)c3ccco3)CC2)cc1)c1cccnc1Cl	-5	3	1	9	-4	1	-1.6	-1	13	0
C/C(CC(=O)N1CCN(C=O)CC1)=N\NC(=O)c1ccc([N+](=O)[O-])cc1	8	5	0	5	-12	5	0.1	10	4	4
COc1ccc(S(=O)(=O)Nc2ccc3c(c2)C(=O)N([C@H](C)CO)C[C@H](C)[C@@H](CN(C)S(=O)(=O)c2cn(C)cn2)OCCCC[C@H](C)O3)cc1	0	6	2	0	16	-2	-1.8	2	2	-3
Cc1oc(-c2ccccc2)cc1C(N)=O	3	0	0	0	5	5	0.7	0	1	0
Cc1sc2nc(C3CC3)nc(SCC(=O)N3CC(=O)Nc4ccccc43)c2c1C	-7	7	2	0	-3	-2	-1.0	2	6	0
Cc1noc(C)c1S(=O)(=O)N1CCC(C(=O)O)CC1	0	1	-2	1	12	4	-1.6	0	-3	0
CC(=O)c1ccc(OCC(O)CN2CCC(C)CC2)cc1 (stereo not given)	5	1	-3	3	1	2	-0.8	2	7	4
Cc1cccc(NC(=O)CSCc2cc(=O)n3nc(C4CC4)sc3n2)c1	6	5	-2	4	0	2	-2.1	2	-6	-1
O=C1C(=O)N(CCN2CCOCC2)C(c2ccc([N+](=O)[O-])cc2)/C1=C(/O)c1ccc2c(c1)OCO2 (stereo not given)	4	0	1	0	-2	16	0.0	3	-2	23*
O=C(CSc1nccc(=O)[nH]1)N1CCN(c2ccccc2)CC1	5	1	-6	7	3	2	-0.2	1	0	0
O=C(/C=C/Nc1ccc(Oc2ccccc2)cc1)c1ccco1	2	3	-3	-19	0	-7	-3.7	1	-4	4
CC(C)Oc1c(Cl)cc(CNC(C)(C)CO)cc1Cl	-1	-2	0	-18	0	2	1.5	1	1	-3
COc1ccc(CNC(=O)Cn2c(=O)n(CCC(=O)N3CCCCC3)c(=O)c3sccc32)cc1	1	8	0	5	-1	8	-1.6	-2	-7	-4

Later entries.
SMILES	DDE Tn7 FP inh	TCR-CD3 inh	LEDGF integ inh	HTRA1 inhibitor	UHRF1 MBD2 ctr	ABHD4 inh	PG9 binder	SIAE inh	TDP2 inh	PRMT1 inh
CCc1cc(=O)oc2c3c(cc(OCC(=O)NCCN4CCOCC4)c12)OC(C)(C)CC3	-6	3	-1	5	-2	-5	0.7	-8	-14	-3
O=[N+]([O-])c1ccc(N2CCN(c3ccc([N+](=O)[O-])cc3CO)CC2)c(CO)c1	3	-11	-5	-3	-2	-4	0.2	-7	-13	1
CS(=O)(=O)c1ccc2nc(NC(=O)c3ccc(Cn4cc(Br)cn4)o3)sc2c1	7	3	2	-8	-3	-29	-2.4	-23	-12	1
Cc1cc(=O)n2[nH]nnc2n1	-4	9	0	7	2	0	-0.8	-7	2	-1
Cc1ccc(CNC(=O)COC(=O)Cc2ccc(-c3ccccc3)cc2)cc1	-2	-2	-1	-34	-1	2	0.5	1	-1	-1
CCC(=O)Nc1ccccc1C(=O)C(=O)Nc1ccccc1	-2	4	1	-19	-2	4	0.5	4	10	0
OC[C@@H]1CN(Cc2ccco2)C[C@H](n2cnc3c(NCc4ccncc4)ncnc32)O1	0	-7	-3	.	3	5	-0.9	2	-6	-1
Cc1nnc(-c2cnn(C)c2N)n1CCCN(C)C	3	-4	-6	5	2	12	1.5	2	-4	2
Cc1ccc(C)c(S(=O)(=O)N(C)c2ccc(OC(=O)CN3C(=O)NC4(CCCC4)C3=O)cc2)c1	-8	2	-1	2	-1	-1	0.0	2	9	1
Cc1ccc2oc(-c3ccc(NC(=O)c4ccc5c(c4)OCO5)cc3)nc2c1	-1	10	2	-7	-1	1	3.5	6	3	-1
CC(C)OC(=O)COc1ccc(-c2ccccc2)cc1	-2	2	-1	-8	0	2	0.7	-3	10	0
Cc1c(NC(=O)COC(=O)CCC(=O)c2ccc(Cl)cc2)c(=O)n(-c2ccccc2)n1C	-7	-1	4	0	4	-5	-0.5	1	-2	0
N#Cc1c(Nc2ccccc2)sc(C(=O)c2ccccc2)c1N	-4	6	3	0	-6	10	0.2	-2	5	3
O=C(CCc1ccc(S(=O)(=O)N2CCOCC2)cc1)Nc1cc(Cl)ccc1N1CCOCC1	-6	21*	1	1	1	-2	0.6	7	2	-4
O=C(O)c1ccc2nc(-c3ccccc3)sc2c1	-3	2	1	-3	3	-5	-1.0	1	2	0
CCN(CC)c1ccc(NC(=O)CSc2n[nH]c(-c3ccco3)n2)cc1	-4	-2	-3	0	-1	7	-11	5	9	-1

Fetched one by one from the entries so far:
SMILES	DDE Tn7 FP inh	TCR-CD3 inh	LEDGF integ inh	HTRA1 inhibitor	UHRF1 MBD2 ctr	ABHD4 inh	PG9 binder	SIAE inh	TDP2 inh	PRMT1 inh
OC[C@@H]1CN(Cc2ccco2)C[C@H](n2cnc3c(NCc4ccncc4)ncnc32)O1	0	-7	-3	.	3	5	-0.9	2	-6	-1
Cc1c(NC(=O)COC(=O)CCC(=O)c2ccc(Cl)cc2)c(=O)n(-c2ccccc2)n1C	-7	-1	4	0	4	-5	-0.5	1	-2	0
